Screens as filed in PubChem BioAssay.
mIAP activ – activators of mouse IAP, primary screen, biochemical, luminescence, uHTS | muIAP, CDP-Star luminescence, 30 min; hits give high values; 1 = vehicle-only enzyme signal, 0 = enzyme-free wells | activation factor at 10 µM | 0.24% of 330,000 active;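 active means activation factor of at least 2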; further: the source names both 10 and 20 µM as test concentration; values of inactives mirror those of a sister screen read the other way
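also added = chemiluminescent substrate CDP-Star | test system = mouse IAP enzyme | signal = chemiluminescence readout | compound = DMSO-dissolved test compounds | incubation = 30 min at room temperature | benchmarks = DMSO wells, no-enzyme wells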
ATG4B inh – ATG4B protease inhibitors, primary screen, biochemical, fluorescence, uHTS | Cysteine protease ATG4B (Homo sapiens), Q9Y4P1 | ATG4B cleavage of LC3-PLA2, NBD-HPC fluorescence, 1 h | inhibition, % at 8.33 µM | 0.51% of 340,000 active; in the data active means inhibition above about 40%
Target sequence (Q9Y4P1 whole entry, looked up): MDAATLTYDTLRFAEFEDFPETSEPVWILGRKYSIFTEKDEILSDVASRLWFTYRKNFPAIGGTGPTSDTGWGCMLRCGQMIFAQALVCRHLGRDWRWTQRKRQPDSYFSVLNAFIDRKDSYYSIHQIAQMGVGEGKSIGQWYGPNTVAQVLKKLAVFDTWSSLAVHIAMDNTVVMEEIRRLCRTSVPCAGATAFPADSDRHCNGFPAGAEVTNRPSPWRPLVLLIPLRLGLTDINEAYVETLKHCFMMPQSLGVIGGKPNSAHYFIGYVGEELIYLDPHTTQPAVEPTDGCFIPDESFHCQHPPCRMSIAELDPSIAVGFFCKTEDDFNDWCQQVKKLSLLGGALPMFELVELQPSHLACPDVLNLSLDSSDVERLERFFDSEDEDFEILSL
beta cell repl – inducers of MIN6 beta-cell proliferation, primary screen, ATP luminescence, uHTS | MIN6 cells proliferation, ATPlite luminescence, 48 h; cells starved in 0.2% serum; 100% = growth in 10% serum | AID 2380, 2010 | proliferation, % at 10 µM | 0.29% of 330,000 active;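 active means compounds whose signal lies at least 3.5 SD above the mean of all wells on their plate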;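 further: 0% = DMSO-treated cells in low-serum medium and 100% = 10% serum control; some compounds called inactive have numbers as strong as hits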
hIAP act – human IAP activators, primary screen, biochemical, luminescence, uHTS. Intestinal-type alkaline phosphatase (Homo sapiens), P09923. purified human IAP, CDP-Star luminescence, 30 min; hits give high values; 1 = vehicle-only enzyme, 0 = enzyme-free background. activation factor at 10 µM. 0.16% of 330,000 active;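 active means activation factor of the enzyme at least 2-fold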; further: the source names both 10 and 20 µM as test concentration; values of inactives mirror those of a sister screen read the other way
hIAP block – human IAP inhibitors, primary screen, biochemical, luminescence, uHTS; Intestinal-type alkaline phosphatase (Homo sapiens), P09923; inhibition, % at 10 µM; purified IAP, CDP-Star luminescence, 30 min; 0.12% of 330,000 active;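 active means inhibition reaching a set limit with compound at 10 µM in the primary screen, cut at about 35% in these data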;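 further: plate controls were DMSO wells with enzyme for no effect and no-enzyme buffer wells for full effect; values of inactives mirror those of a sister screen read the other way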
APOBEC3A inh – APOBEC3A ssDNA deaminase inhibitors, primary screen, selectivity assay for APOBEC3G inhibitor project, biochemical, FAM/TAMRA oligo cleavage fluorescence; recombinant A3A, FAM/TAMRA ssDNA deamination fluorescence; inhibition, % at 20 µM; 0.41% of 330,000 active; AID 493011, 2011;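 active means at least 40% inhibition at 20 µM here, with at most 30% in a related deaminase screen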;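 further: plate controls were A3A with DMSO for no effect and wells lacking A3A enzyme for full effect; some results filed as inactive read as strong as hits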
Target sequence (P31941 whole entry, looked up): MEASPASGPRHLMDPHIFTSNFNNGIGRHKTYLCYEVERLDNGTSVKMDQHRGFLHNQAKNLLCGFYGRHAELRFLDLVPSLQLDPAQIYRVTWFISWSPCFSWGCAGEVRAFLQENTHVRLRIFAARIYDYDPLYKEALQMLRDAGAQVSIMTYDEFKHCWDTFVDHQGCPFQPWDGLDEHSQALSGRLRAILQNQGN
mIAP block – inhibitors of mouse IAP, primary screen, biochemical, luminescence, uHTS; intestinal alkaline phosphatase [Mus musculus]; purified mouse IAP, CDP-Star luminescence, 30 min; inhibition, % at 10 µM; 0.2% of 330,000 active;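 active means inhibition of at least 40% at 10 µM in the primary screen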;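 further: plate controls were DMSO with enzyme for no effect and no enzyme wells for full effect; values of inactives mirror those of a sister screen read the other way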
MPTP inh – mitochondrial permeability transition pore inhibitors, primary screen, biochemical, isolated mouse mitochondria, absorbance. inhibition, % at 10 µM. AID 602449, 2012. Ca2+ swelling absorbance, 30 min. 1.4% of 360,000 active;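 active means inhibition of 50% or more, scaled per plate between neutral and stimulator controls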;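 further: 0% = DMSO wells given calcium and 100% = 1 mM EGTA wells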
A3G deaminase – APOBEC3G DNA deaminase inhibitors, primary screen, biochemical, fluorescence, single-stranded DNA substrate, uHTS | AID 493012, 2011 | DNA dC->dU-editing enzyme APOBEC-3G (Homo sapiens), Q9HC16 | inhibition, % at 20 µM | 0.28% of 330,000 active | recombinant A3G, ssDNA deamination FAM/TAMRA fluorescence;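 active means inhibition of at least 40% at 20 µM, with no more than 30% in the related APOBEC3A deaminase screen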;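 further: plate controls were DMSO wells with A3G for no effect and wells lacking A3G enzyme for full effect; some compounds called inactive have numbers as strong as hits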
Target sequence (Q9HC16 whole entry, looked up): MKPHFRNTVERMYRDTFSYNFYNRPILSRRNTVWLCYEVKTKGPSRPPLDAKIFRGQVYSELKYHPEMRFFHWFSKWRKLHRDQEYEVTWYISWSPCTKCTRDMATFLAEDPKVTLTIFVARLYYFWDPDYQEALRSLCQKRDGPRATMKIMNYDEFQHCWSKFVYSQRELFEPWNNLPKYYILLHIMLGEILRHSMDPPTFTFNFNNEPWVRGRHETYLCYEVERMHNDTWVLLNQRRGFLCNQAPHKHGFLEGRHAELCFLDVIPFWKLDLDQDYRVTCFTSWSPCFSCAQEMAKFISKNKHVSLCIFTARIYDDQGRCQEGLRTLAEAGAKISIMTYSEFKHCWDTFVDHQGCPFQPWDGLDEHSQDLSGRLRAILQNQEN
* = called active by the depositor; i = inactive.

Start of the listing, in advance:
1. COc1ccc(C(=O)Nn2cnnc2)c(OC)c1
2. O=C(CNC(=O)c1ccc(Br)o1)NCC1CCCCC1
3. COc1ccc(C2=NOC(C(=O)NC(C)(C)C)C2)cc1 (centres undefined)
Assay by compound	1	2	3
mIAP activ	0.94	1	1.1
ATG4B inh	4	3	22
beta cell repl	-2	-1	1
hIAP act	1	0.88	1.2
hIAP block	-3	12	-23
APOBEC3A inh	-2	-3	-8
mIAP block	6	-2	-6
MPTP inh	1.5	-0.5	1.1
A3G deaminase	-2	-8	-7

This part in full, repeating the preview:
1. COc1ccc(C(=O)Nn2cnnc2)c(OC)c1
2. O=C(CNC(=O)c1ccc(Br)o1)NCC1CCCCC1
3. COc1ccc(C2=NOC(C(=O)NC(C)(C)C)C2)cc1 (centres undefined)
4. COc1ccc(CN2CCN(CC(O)Cn3c4ccccc4c4ccccc43)CC2)cc1 (centres undefined)
5. Cc1ccccc1C(=O)NC1CC2CCCC(C1)N2Cc1ccc(Cl)cc1 (centres undefined)
Assay by compound	1	2	3	4	5
mIAP activ	0.94	1	1.1	1	1.1
ATG4B inh	4	3	22	-12	-7
beta cell repl	-2	-1	1	-6	-2
hIAP act	1	0.88	1.2	0.96	1.2
hIAP block	-3	12	-23	4	-16
APOBEC3A inh	-2	-3	-8	0	-2
mIAP block	6	-2	-6	-4	-12
MPTP inh	1.5	-0.5	1.1	-4.3	0.3
A3G deaminase	-2	-8	-7	-1	-6

6. CCn1c(COc2ccc(C)cc2)nnc1SCC(=O)Nc1cc(OC)ccc1OC
7. O=C(/C=C\Nc1ccccn1)c1ccccc1
8. CCN(CC(=O)Nc1ccc(NC(C)=O)cc1)C(=O)c1cc(S(=O)(=O)N2CCCCCC2)ccc1OC
9. CN(C)/C=C(/C(=O)c1ccc(F)cc1)S(=O)(=O)c1ccc(F)cc1
10. COc1ccc(-c2ccc3c(c2)S(=O)(=O)c2cccc(C(=O)N4CCN(c5ccc(Cl)cn5)CC4)c2C3=O)cc1OC
Assay by compound	6	7	8	9	10
mIAP activ	1.1	0.97	1.1	1	0.96
ATG4B inh	-14	-4	-11	-5	-15
beta cell repl	-1	-2	-2	-1	-4
hIAP act	1.2	1.2	0.97	1	0.96
hIAP block	-16	-24	2	-1	4
APOBEC3A inh	5	-3	7	-3	0
mIAP block	-9	3	-10	-1	4
MPTP inh	5.0	-0.9	-0.2	-1.4	0.4
A3G deaminase	3	-4	-2	-5	-4

11. O=C(Nc1ccc([N+](=O)[O-])cc1)c1cc(-c2ccccn2)nc2c(Cl)cccc12
12. CCCCNC(=S)N(C)/N=C/c1ccc(OCc2ccc(C(=O)OC)cc2)c(OC)c1
13. Cc1cc(NC(=O)Nc2ccc(Cl)cc2)n(C(C)(C)C)n1
14. CC(C)Oc1ccccc1OCCN(C)C
15. Cc1[nH]c2ccccc2c1C(=O)CN1CCC2(CC1)OCCO2
Assay by compound	11	12	13	14	15
mIAP activ	1	0.88	1.3	0.9	1
ATG4B inh	-2	-15	-3	-6	-14
beta cell repl	-1	-1	0	-1	0
hIAP act	0.89	0.98	1.1	0.98	1
hIAP block	11	2	-12	2	-1
APOBEC3A inh	-1	-1	0	-2	1
mIAP block	-3	12	-27	10	-4
MPTP inh	9.3	0.8	1.6	-0.8	-0.7
A3G deaminase	-2	2	-5	-5	-1

16. CC(=O)c1cc(C)ccc1OC(=O)CCN1C(=O)C2C3c4ccccc4C(c4ccccc43)C2C1=O (centres undefined)
17. COc1ccc(C(C)=O)cc1CSc1ccc(S(=O)(=O)N2CCCCC2)cn1
18. C=CCn1c(SCC(=O)NCC(=O)OCC)nnc1-c1cccc(OC)c1
19. O=C(CC1SC(N2CCCCC2)=NC1=O)Nc1cccc(C(=O)NCc2ccccc2)c1 (centres undefined)
20. O=C(Nc1cccc2ccccc12)c1cn(-c2ccccc2)nc1-c1cccs1
Assay by compound	16	17	18	19	20
mIAP activ	0.9	0.91	0.89	1.1	2.2*
ATG4B inh	10	-51	-1	-2	-16
beta cell repl	-4	-1	0	1	-3
hIAP act	0.89	0.83	0.98	1.1	1
hIAP block	12	17	2	-10	-2
APOBEC3A inh	-3	0	-2	3	2
mIAP block	10	9	11	-6	-118
MPTP inh	-1.4	-2.2	0.3	1.4	1.7
A3G deaminase	-3	-10	-5	3	0

21. Cc1noc(C(=O)NCc2cccnc2)c1Cl
22. COC(=O)c1ccc2c(c1)NC(=O)c1ccccc1S2
23. O=C1CN(C(=O)c2cnccn2)c2ccccc2N1
24. O=C(COC(=O)Cc1ccc(F)cc1)NC1CCCC1
25. c1ccc2c(c1)ncn2CCCCOc1ccc2c(c1)CCC2
Assay by compound	21	22	23	24	25
mIAP activ	0.99	0.93	1.1	1	1.1
ATG4B inh	2	-7	-6	-6	1
beta cell repl	0	1	-4	0	-6
hIAP act	1	0.82	0.87	0.97	1.1
hIAP block	0	18	13	3	-15
APOBEC3A inh	-1	-7	1	-1	-4
mIAP block	1	7	-9	-1	-6
MPTP inh	-0.3	0.6	1.4	-0.9	88*
A3G deaminase	-7	-8	3	-4	-6

26. O=c1cc[nH]c2cc(C(F)(F)F)ccc12
27. CCOC(=O)CC(C#N)c1c[nH]c2ccccc12 (centres undefined)
28. CC/C(=N\Nc1nncc2ccccc12)c1ccc(F)cc1
29. NC(=Nc1ccc(N)cc1)C(N)=Nc1ccc(N)cc1
30. O=C(C[n+]1ccc(/C=N/O)cc1)NC(=O)Nc1ccccc1
Assay by compound	26	27	28	29	30
mIAP activ	0.97	1.1	0.99	0.87	1.1
ATG4B inh	8	0	4	3	-6
beta cell repl	-2	-3	-2	-5	5
hIAP act	0.95	0.93	1	0.89	1.1
hIAP block	5	7	-3	11	-6
APOBEC3A inh	1	-3	3	-2	3
mIAP block	3	-9	1	13	-11
MPTP inh	1.4	0.7	0.2	0.2	-1.4
A3G deaminase	4	-3	6	-1	-3

31. Cc1cc(/C=C2/C(=O)N(C)C(=S)N2C)c(C)n1C1CC1
32. CN1CCCN(C(=O)c2cccc(Br)c2)CC1
33. COCCNc1cc(C)nc2cc(-c3ccc(C)cc3)nn12
34. Cc1cccc(Nc2nnc(C)c(=O)n2N)c1
35. CC/C(=N\NC(=O)Nc1ccccc1)c1ccccc1
Assay by compound	31	32	33	34	35
mIAP activ	0.88	0.98	1.3	0.96	1
ATG4B inh	-3	11	-3	5	-5
beta cell repl	-4	-2	-2	-1	-3
hIAP act	0.93	0.95	1.2	1	1.1
hIAP block	7	5	-22	0	-10
APOBEC3A inh	0	-6	0	-2	3
mIAP block	12	2	-32	4	-1
MPTP inh	-0.5	-1.4	5.1	-2.5	1.1
A3G deaminase	-6	1	-6	-5	-3

36. COCC(C)NS(=O)(=O)c1ccc(NC(=O)c2ccccn2)cc1 (centres undefined)
37. O=C(CN1C(=O)c2ccccc2S1(=O)=O)NCCc1ccccc1
38. OCC(O)CSc1nc(-c2ccccc2)nc2c1CCC2 (centres undefined)
39. O=C(CN(Cc1ccccc1)C(=O)CCC(=O)Nc1nccs1)NCC1CCCO1 (centres undefined)
40. O=C(CSc1nnc(-c2ccccn2)n1Cc1ccccc1)NC1CCCC1
Assay by compound	36	37	38	39	40
mIAP activ	0.88	0.97	0.89	0.97	0.98
ATG4B inh	7	-1	-3	-5	-2
beta cell repl	-2	-3	-1	-2	-2
hIAP act	0.89	1.2	0.89	1.1	1.1
hIAP block	12	-20	11	-8	-8
APOBEC3A inh	3	-4	-3	-5	0
mIAP block	12	3	11	2	2
MPTP inh	0.9	-2.5	-0.6	0.7	-1.4
A3G deaminase	-5	-5	-6	-13	-6

41. Cc1nn(CC(=O)NCCN2CCOCC2)c(=O)c2ccccc12
42. O=S(=O)(Nc1nccs1)c1ccc(NS(=O)(=O)c2cccs2)cc1
43. COc1cccc(NC(=O)CS(=O)(=O)Cc2nc(-c3ccc(C)cc3)oc2C)c1
44. CCN(CC)C(=O)CSc1nnc(CCNC(=O)OC(C)(C)C)o1
45. NS(=O)(=O)c1cccc(NC(=O)CCCC2CCCCC2)c1
Assay by compound	41	42	43	44	45
mIAP activ	1	1.1	1.1	0.95	0.99
ATG4B inh	-4	-9	-13	-4	-11
beta cell repl	-2	-1	-6	0	0
hIAP act	1	1.2	1.3	0.94	0.94
hIAP block	0	-18	-31	6	6
APOBEC3A inh	1	-6	-3	-3	-2
mIAP block	-2	-8	-14	5	1
MPTP inh	-1.5	1.0	0.0	0.3	1.0
A3G deaminase	0	-5	-6	-7	-7

46. CCC1(CC)C(=O)C2=C3C1[C@H](C(=O)OC)CC(C(=O)OC)C[C@H]3n1c(=O)n(C)c(=O)n1[C@H]2C (some centres undefined)
47. COc1cc(S(=O)(=O)N2CCOCC2)ccc1NC(=O)COc1ccc(N(C)S(=O)(=O)c2ccc(C)cc2)cc1
48. Cc1cc(NS(=O)(=O)c2ccc(NC(=O)COc3ccc(Br)cc3)cc2)nc(C)n1
49. Cc1ccc(C(=O)CSc2nnc(-c3snnc3C)n2C2CC2)cc1
50. COC(=O)[C@]1(Cc2ccccc2)N[C@H](c2ccc(SC3CCCCC3)c(OC)c2)[C@@H]2C(=O)N(C)C(=O)[C@@H]21
Assay by compound	46	47	48	49	50
mIAP activ	1.1	1	0.92	0.95	0.91
ATG4B inh	-5	-8	-10	-3	-12
beta cell repl	0	0	-2	-1	-6
hIAP act	1	0.88	0.87	0.89	0.98
hIAP block	-1	12	13	11	2
APOBEC3A inh	1	-1	4	1	-2
mIAP block	-12	-3	8	5	9
MPTP inh	-0.1	-0.7	-1.2	3.1	-0.1
A3G deaminase	-5	-13	2	4	-6

Reprinted from the part before: 3 compounds; new compounds follow.
48. Cc1cc(NS(=O)(=O)c2ccc(NC(=O)COc3ccc(Br)cc3)cc2)nc(C)n1
49. Cc1ccc(C(=O)CSc2nnc(-c3snnc3C)n2C2CC2)cc1
50. COC(=O)[C@]1(Cc2ccccc2)N[C@H](c2ccc(SC3CCCCC3)c(OC)c2)[C@@H]2C(=O)N(C)C(=O)[C@@H]21
51. CC1CN(C(=O)/C(C#N)=C2\N=C(NC(=O)c3ccc(F)cc3)c3ccccc32)CC(C)O1 (centres undefined)
52. Cn1c(=O)oc2cc(S(=O)(=O)N3CCC(C(=O)N4CCN(c5ccccc5)CC4)CC3)ccc21
53. Cc1ccc(CNC(=O)C2(NC(=O)Nc3ccc(C)cc3)CCCCC2)cc1
54. Cc1ccc([N+](=O)[O-])cc1NC(=O)C1CCN(S(C)(=O)=O)CC1
55. O=C(O)C1=C[C@H](c2ccccc2)C[C@H](OCc2ccc(CO)cc2)O1
Assay by compound	48	49	50	51	52	53	54	55
mIAP activ	0.92	0.95	0.91	0.97	0.93	6.6*	0.96	0.98
ATG4B inh	-10	-3	-12	8	-10	-2	-7	2
beta cell repl	-2	-1	-6	-4	-1	-4	1	0
hIAP act	0.87	0.89	0.98	0.86	0.97	0.96	1	0.98
hIAP block	13	11	2	14	3	4	-1	2
APOBEC3A inh	4	1	-2	5	-1	2	2	-3
mIAP block	8	5	9	3	7	i	4	2
MPTP inh	-1.2	3.1	-0.1	0.2	-0.5	18	-0.7	-0.3
A3G deaminase	2	4	-6	5	-1	0	-2	-6
